Screens as filed in PubChem.
influenza NS1A – H1N1 influenza NS1A inhibitors, functional cell based assay (AID 504329) | NS1A functional cell-based assay, percent inhibition; higher % means a stronger effect | one-dose inhibition, % at 12.5 µM; IC50 in µM for titrated hits | 340,000 tested, 0.3% active; in the data active = a potency from the dose series; inconclusive = inhibition above about 27% without an active follow-up result; note: strong numbers were not always called active
H37Rv inhibition – M. tuberculosis growth inhibition, HTS (AID 449762) | M. tuberculosis H37Rv growth inhibition, 7H9 media; higher % means a stronger effect | one-dose inhibition, % at 25 µM; IC50 in µM for titrated hits | 330,000 tested, 0.59% active; in the data active = a potency from the dose series; inconclusive = inhibition above about 70% without an active follow-up result;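 note: bacterial growth assessed after seven days of incubation; strong numbers were not always called active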
VEEV TC-83 Vero – inhibitors of VEEV TC-83 cytopathic effect, confirmation, Vero cells (AID 588727). Vero cells, VEEV TC-83 cytopathic effect inhibition; higher % means a stronger effect. one-dose inhibition, % at 20 µM; IC50 in µM for titrated hits. 350,000 tested, 0.13% active; in the data active = a potency from the dose series; inconclusive = inhibition mostly from about 14% at the one dose, without a potency; inactive = the rest, 99 in 100 with inhibition below about 12%; note: strong numbers were not always called active
tuberculosis growth – growth inhibition of non-replicating M. tuberculosis (AID 488890); Mycobacterium tuberculosis non-replicating, growth inhibition; higher % means a stronger effect; 320,000 tested, 0.39% active; inhibition, % at 25 µM, or IC50 in µM where a hit was titrated; in the data active = a potency from the dose series; inconclusive = inhibition mostly from about 82% at the one dose, without a potency; inactive = the rest, 99 in 100 with inhibition below about 76%;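 note: plate controls were DMSO cells for no effect and high antibiotic wells for full effect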
Salmonella PhoP GFP – PhoP regulon inhibitors, Salmonella typhi PhoP promoter GFP reporter, confirmatory (AID 1850) | Salmonella Typhi PhoP-promoter GFP reporter, fluorescence, 4 h; higher % means a stronger effect | inhibition, % at 50 µM, or IC50 in µM where a hit was titrated | 310,000 tested, 0.33% active; in the data active = a potency from the dose series; inconclusive = inhibition mostly from about 25% at the one dose, without a potency; inactive = the rest, 99 in 100 with inhibition below about 19%;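 note: 0% = induced wells with vehicle and 100% = uninduced wells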
VEEV TC-83 Vero 10K pilot screen – also measured in VEEV TC-83 Vero; calls as there; inhibition, %; measured here: 10K pilot screen inhibition
Starred values were filed as active, the others as inactive; i = inactive; ? = inconclusive; . = not tested or not shown.

Start of the data: the first 14 compounds, ahead of the listing:
SMILES	influenza NS1A	H37Rv inhibition	VEEV TC-83 Vero	tuberculosis growth	Salmonella PhoP GFP	others
O=C(CCCN1C(=O)/C(=C/c2ccccc2)SC1=S)Nc1ccccc1O	-3%	31%	i	4%	-8%
Cn1ncc(Cl)c(Oc2ccc(C(C)(C)C)cc2)c1=O	-13%	2%	1.4%	47%	-2%
O=C(Nc1ccc(COc2ccccc2)cc1)c1cccc([N+](=O)[O-])c1	1%	3%	i	-4%	7%
CC(C)c1nc(SCC(=O)N2c3ccccc3CC2C)c2ccccc2n1 (stereo not drawn)	7%	4%	1.8%	33%	-3%
CCC(C)NC(=O)CSc1n[nH]c(=O)n1CCc1ccccc1 (stereo not drawn)	-5%	-1%	1.7%	-18%	6%
O=C1CC(c2ccccc2)CCc2sccc2N1 (stereo not drawn)	-6%	-6%	0.8%	12%	-13%
NP(=O)(OCCCCc1ccccc1)Oc1ccccc1Cl (stereo not drawn)	-19%	3%	0.8%	?	-25%
O=C(c1ccc([N+](=O)[O-])cc1Cl)N1CCN(c2ccccn2)CC1	7%	11%	i	-10%	4%
O=C(CN1C(=O)NC2(CCc3ccccc32)C1=O)Nc1cccc(F)c1 (stereo not drawn)	8%	-9%	0.1%	-2%	2%
COc1ccc(OCCCC(=O)Nc2ccc(N3CCOCC3)cc2)cc1	3%	5%	3.4%	90%	12%
O=C(OCc1ccc2c(c1)OCO2)c1ccc(S(=O)(=O)N2CCCC2)cc1	1%	-1%	1.6%	47%	-1%
O=C(Nc1cccc(C(=O)N2CCN(c3cccc(Cl)c3)CC2)c1)c1ccccc1	5%	69%	5.2%	44%	6%
COCC(C)NCc1cccc([N+](=O)[O-])c1 (stereo not drawn)	1%	-5%	0.0%	-17%	-8%
Cc1ccc(F)cc1NC(=O)CN1CCN(Cc2ccccc2)CC1	16%	-1%	i	-4%	-3%

The list itself, from the start:
SMILES	influenza NS1A	H37Rv inhibition	VEEV TC-83 Vero	tuberculosis growth	Salmonella PhoP GFP	others
O=C(CCCN1C(=O)/C(=C/c2ccccc2)SC1=S)Nc1ccccc1O	-3%	31%	i	4%	-8%
Cn1ncc(Cl)c(Oc2ccc(C(C)(C)C)cc2)c1=O	-13%	2%	1.4%	47%	-2%
O=C(Nc1ccc(COc2ccccc2)cc1)c1cccc([N+](=O)[O-])c1	1%	3%	i	-4%	7%
CC(C)c1nc(SCC(=O)N2c3ccccc3CC2C)c2ccccc2n1 (stereo not drawn)	7%	4%	1.8%	33%	-3%
CCC(C)NC(=O)CSc1n[nH]c(=O)n1CCc1ccccc1 (stereo not drawn)	-5%	-1%	1.7%	-18%	6%
O=C1CC(c2ccccc2)CCc2sccc2N1 (stereo not drawn)	-6%	-6%	0.8%	12%	-13%
NP(=O)(OCCCCc1ccccc1)Oc1ccccc1Cl (stereo not drawn)	-19%	3%	0.8%	?	-25%
O=C(c1ccc([N+](=O)[O-])cc1Cl)N1CCN(c2ccccn2)CC1	7%	11%	i	-10%	4%
O=C(CN1C(=O)NC2(CCc3ccccc32)C1=O)Nc1cccc(F)c1 (stereo not drawn)	8%	-9%	0.1%	-2%	2%
COc1ccc(OCCCC(=O)Nc2ccc(N3CCOCC3)cc2)cc1	3%	5%	3.4%	90%	12%
O=C(OCc1ccc2c(c1)OCO2)c1ccc(S(=O)(=O)N2CCCC2)cc1	1%	-1%	1.6%	47%	-1%
O=C(Nc1cccc(C(=O)N2CCN(c3cccc(Cl)c3)CC2)c1)c1ccccc1	5%	69%	5.2%	44%	6%
COCC(C)NCc1cccc([N+](=O)[O-])c1 (stereo not drawn)	1%	-5%	0.0%	-17%	-8%
Cc1ccc(F)cc1NC(=O)CN1CCN(Cc2ccccc2)CC1	16%	-1%	i	-4%	-3%
O=c1c(Br)ccc(Br)cc1Br	-12%	.	13%	.	.
C/C(=N/NS(=O)(=O)c1ccccc1)c1ccc(Cl)cc1	-6%	-1%	1.9%	-4%	-1%
CC(C)(C)c1ccc(C(=O)NCC(=O)OCC(=O)N2CCCC2)cc1	0%	3%	2.9%	11%	.
COc1ccc(C)cc1NC(=O)Nc1cccc(C)c1	-1%	3%	i	-2%	-10%
CCCCCn1c(NCc2ccco2)nc2ccccc21	12%	2%	i	?	-10%
COc1ccccc1-c1ccc(SCc2ccc([N+](=O)[O-])cc2)nn1	3%	3%	4.8%	14%	0%
CCCCn1c(N)c(N(CCOC)C(=O)Cn2c(=O)oc3ccccc32)c(=O)[nH]c1=O	-1%	1%	1.4%	-10%	-6%
COc1ccc2nc(CC(C)(C)CC(=O)O)c[n+]([O-])c2c1	-1%	0%	0.3%	-5%	3%
COc1ccc(Cl)cc1NC(=O)CSc1nc(N2CCCCC2)nc(N2CCCCC2)n1	-2%	-12%	4.2%	-3%	7%
CC(=O)N1c2ccc(S(=O)(=O)N3CCC(C(=O)NC4CCCC(C)C4C)CC3)cc2CC1C (stereo not drawn)	2%	-2%	i	.	-14%
Cc1cc(C(=O)NCC2CCCCC2)ccc1[N+](=O)[O-]	8%	-5%	0.1%	74%	9%

Following part
SMILES	influenza NS1A	H37Rv inhibition	VEEV TC-83 Vero	tuberculosis growth	Salmonella PhoP GFP	others
CC(C)(C)OC(=O)NCCCCCNC(=O)c1nc[nH]c1C(=O)NCCCCCNC(=O)OC(C)(C)C	0%	0%	6.8%	62%	.
CN1CCN(C(=O)c2c(NC(=O)c3ccco3)sc3c2CCC(C(C)(C)C)C3)CC1 (stereo not drawn)	-1%	-3%	2.6%	48%	-7%
CN(Cc1ccccc1)S(=O)(=O)c1ccc(OCC(=O)N2CCOCC2)cc1	1%	-2%	0.8%	4%	-16%
N#Cc1cc2c(nc1Cl)CCCC2	-4%	-3%	i	-21%	2%
COC(=O)C1=C(C)NC(=O)CC1c1cccc(Cl)c1Cl (stereo not drawn)	-5%	-3%	1.0%	.	4%
COc1cccc(CN2CCN(CCCc3ccccc3)C(CCO)C2)c1OC (stereo not drawn)	-1%	-1%	i	29%	-8%
COc1ccc(C2=NN(C(=O)CSc3nc(=O)n4cc(C)ccc4n3)C(c3ccc(C)cc3)C2)cc1 (stereo not drawn)	-8%	-6%	6.9%	39%	7%
CC(C)=CC(=O)OCC(=O)NC1CCCc2ccccc21 (stereo not drawn)	2%	-5%	i	-4%	-9%
O=C(Nc1nc2ccc(F)cc2s1)C1=COCCO1	-3%	9%	4.8%	25%	6%
O=C(NCCOc1ccc(F)cc1)C1CCC(=O)N(CC2CCCCC2)C1 (stereo not drawn)	4%	-9%	i	7%	-5%
O=C(CS(=O)(=O)c1ccc(Cl)cc1)NCCS(=O)(=O)c1ccc(Cl)cc1	3%	-6%	i	-10%	1%
CCc1c(C)c(C#N)c2nc3ccccc3n2c1NCc1ccccn1	-6%	13%	11%	16%	-13%
COc1ccc(NC(=O)c2ccc(CN(c3cc(Cl)ccc3C)S(=O)(=O)c3ccccc3)cc2)cc1OC	10%	4%	1.5%	-9%	8%
CC(Sc1nc2ncc(Cl)cc2[nH]1)C(=O)Nc1ccc(C(N)=O)cc1 (stereo not drawn)	-4%	-2%	4.7%	10%	2%
NC(=O)c1ccccc1NC(=O)c1ccoc1	-5%	-8%	7.1%	-17%	-3%
CC1CN(CCCCOc2ccc3ccccc3c2)CC(C)O1 (stereo not drawn)	-3%	1%	0.1%	13%	-7%
O=C(O)c1ccc(N=NN2CCOCC2)cc1	-1%	-5%	1.4%	-4%	3%
COc1ccc(C(CNC(=O)CNC(=O)c2ccccc2)N2CCCC2)cc1 (stereo not drawn)	3%	-9%	0.5%	11%	.
CCN(CCCCN1C(=O)c2ccccc2C1=O)c1ccc2c(c1)C(=O)N(C)C2=O	-21%	?	6.9%	0%	-4%
CCOC(=O)N1CCN(CC(O)COc2ccc(C(C)C)c(C)c2)CC1 (stereo not drawn)	-1%	-6%	i	24%	-2%
CC1(CC(=O)O)SC(=O)NC1=O (stereo not drawn)	0%	-3%	2.1%	-7%	-5%
O=C(/C=C/c1ccc(S(=O)(=O)N2CCOCC2)cc1)NC(CO)C(O)c1ccc([N+](=O)[O-])cc1 (stereo not drawn)	-1%	2%	0.3%	10%	.
COc1ccc(-n2cc(-c3ccccc3)nc2SC)cc1	7%	60%	i	72%	-4%
O=C(N/N=C/c1cc2c(cc1Br)OCO2)c1ccccn1	.	-12%	2.9%	22%	-2%
Cc1ccc2c(c1)-c1cc(C)nn1C(c1sccc1C)N2 (stereo not drawn)	-25%	8%	1.6%	16%	-8%

Carrying on.
SMILES	influenza NS1A	H37Rv inhibition	VEEV TC-83 Vero	tuberculosis growth	Salmonella PhoP GFP	others
COCCNC(=S)N/N=C(\C)c1ccc(C)c([N+](=O)[O-])c1	-3%	65%	4.2%	?	-5%
O=C(NC(=S)Nc1ccc(S(=O)(=O)NC2CCCCC2)cc1)c1cccs1	2%	-2%	0.3%	62%	13%
COc1ccc(-c2ocnc2C(=O)Nc2ccc(N3CCOCC3)cc2N2CCOCC2)cc1OC	12%	2%	?	11%	7%
Cc1ccc(S(=O)(=O)N2CCCCC2)cc1NC(=O)COC(=O)c1cccn1C	-7%	-4%	2.1%	9%	.
Cc1ccc2c(c1)sc1nc(=O)n(-c3ccc(Cl)c(Cl)c3)c(=O)n12	2%	6%	i	-10%	-2%
Cc1cc(C)c2nc(NC(=O)c3ccco3)sc2c1	3%	-11%	4.0%	-2%	-3%
Cn1cccc1Cc1nnc(SCC(=O)N2CCCCCC2)n1CCc1ccccc1	1%	0%	0.5%	11%	-2%
C=CCOc1ccc(Br)cc1CNC(C)(C)CO	-14%	-2%	i	37%	-8%
CN1CCN(C2=Cc3ccc(Cl)cc3Sc3ccc(F)cc32)CC1	11%	23µM*	?	?	3%
COc1ccc(C(C)=O)cc1CC(=O)Nc1ccc2c(c1)CCC2	5%	5%	2.0%	8%	13%
COc1ccc(Cl)cc1NC(=O)CCN1C(=O)NC(C)(C)C1=O	-8%	.	8.9%	.	.
CCSc1nnc(NC(=O)[C@@H](NC(=O)c2cccc(C)c2)C(C)C)s1	-3%	0%	0.1%	10%	-7%
CCOC(=O)c1sc2nc(SC)nc(-c3ccccc3)c2c1N	-12%	.	2.1%	-17%	-10%
CC[C@@]1(C(=O)OC)N[C@H](CN(C)C(=O)c2ccccc2)[C@@H]2C(=O)N(Cc3ccccc3)C(=O)[C@@H]21	-7%	3%	i	12%	.
Cc1nc2ccc([N+](=O)[O-])cc2c(=O)n1Cc1ccc(Cl)cc1	0%	5%	i	.	0%
CCC(=O)Nc1c2c(nn1-c1ccc(C)cc1)CS(=O)(=O)C2	-1%	-10%	0.8%	6%	1%
COc1ccc(/C=C(/C(=O)Nc2ccccc2C(=O)NC(C)C)c2ccccc2)cc1	-1%	?	i	20%	0%	VEEV TC-83 Vero 10K pilot screen=5.8
CC1CCc2c(sc3ncnc(SC(C)C(=O)NCC4CCCO4)c23)C1 (stereo not drawn)	2%	49%	6.2%	16%	5%
O=c1cc(-c2ccc(C(F)(F)F)cc2)oc2ccccc12	-2%	6%	0.6%	39%	.	VEEV TC-83 Vero 10K pilot screen=0.0
CCN(Cc1ccccc1)C(=O)CCCOc1ccccc1	-2%	0%	i	37%	-5%
CC(=O)C1=C(C)NC2=C(C(=O)c3ccccc32)C1c1ccccc1 (stereo not drawn)	16%	5%	0.0%	4%	-9%
CCCCCSc1nnc2c(n1)OC(c1cccn1C)N(C(C)=O)c1ccccc1-2 (stereo not drawn)	12%	0%	2.3%	11%	-10%
C#CCOCCOCCOCCNc1nc(N2CCN(C(=O)[C@H](CC(N)=O)n3cc(C(N)[C@@H](C)CC)nn3)CC2)nc(N2CCN(C(=O)[C@H](CCCCN)n3cc([C@@H](N)CC(N)=O)nn3)CC2)n1 (stereo partly drawn)	-2%	6%	0.5%	23%	.	VEEV TC-83 Vero 10K pilot screen=3.2
CSCCC(C(=O)N(C)CC(=O)Nc1cccc(F)c1)N1C(=O)c2ccccc2C1=O (stereo not drawn)	12%	-4%	1.1%	-5%	.
C=CCN1C(=O)C(O)(CC(=O)c2ccccc2)c2ccccc21 (stereo not drawn)	-2%	-8%	1.4%	11%	-7%

Pulled by structure from the list above:
SMILES	influenza NS1A	H37Rv inhibition	VEEV TC-83 Vero	tuberculosis growth	Salmonella PhoP GFP	others
O=C(CN1C(=O)NC2(CCc3ccccc32)C1=O)Nc1cccc(F)c1 (stereo not drawn)	8%	-9%	0.1%	-2%	2%
O=C(CS(=O)(=O)c1ccc(Cl)cc1)NCCS(=O)(=O)c1ccc(Cl)cc1	3%	-6%	i	-10%	1%
